cardiac RTF act = increases calcium sensitivity of human cardiac regulated thin filaments; 0.24% of 340,000 active; activation, % at 7.2 µM; AID 493008; IANBD-labeled TnC RTF fluorescence at EC20 calcium; 0% EC20 calcium, 100% full calcium;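 active means activation above the mean over all tested compounds plus 3 SD, cut at about 30% in these data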;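 further: rise in fluorescence read as greater calcium sensitivity of cardiac thin filaments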
PKA-R2B activ = PKA-R2B complex activation | 0.079% of 340,000 active | P22694+P31323 | PKA-R2B holoenzyme dissociation, Cy5-IP20 fluorescence polarization; R2B truncated from residue 108, S112A mutant; 0% DMSO only, 100% 113 µM cGMP | activation, % at 11.4 µM;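 active means activation above a cutoff set at the mean over all compounds plus 3 SD, cut at about 18% in these data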;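 further: higher means more holoenzyme dissociation and a rise in polarization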
Target sequence (P31323 whole entry, looked up, other chains not shown, the tested form may be a part): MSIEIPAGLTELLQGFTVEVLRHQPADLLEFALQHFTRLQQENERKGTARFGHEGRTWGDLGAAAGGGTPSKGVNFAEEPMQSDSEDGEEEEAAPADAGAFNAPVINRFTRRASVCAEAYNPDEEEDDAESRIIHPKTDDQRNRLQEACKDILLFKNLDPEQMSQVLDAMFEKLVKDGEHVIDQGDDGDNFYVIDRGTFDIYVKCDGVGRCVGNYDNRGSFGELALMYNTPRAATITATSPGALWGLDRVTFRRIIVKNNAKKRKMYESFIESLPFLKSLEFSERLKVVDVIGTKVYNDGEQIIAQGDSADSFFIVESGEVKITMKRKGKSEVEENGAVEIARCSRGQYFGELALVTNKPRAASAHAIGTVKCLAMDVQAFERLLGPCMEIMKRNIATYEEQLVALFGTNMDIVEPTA
DAGLB inhibitor = diacylglycerol lipase beta (human) inhibition | HEK293T DAGLB membrane lysate, EnzChek fluorogenic substrate | AID 504411 | Q8NCG7 | 0.059% of 340,000 active | inhibition, % at 5.17 µM; in the data active means inhibition above about 34%;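 further: 0% = enzyme with vehicle and 100% = wells lacking enzyme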
C-LANA FP = blocks KSHV LANA C-terminal domain binding to DNA | MBP-C-LANA/FAM-LBS DNA binding, fluorescence polarization | inhibition, % at 9 µM | 0.078% of 340,000 active | AID 504423;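 active means highest replicate inhibition at or above 60% at 9 µM, even if other replicates fall short; inactive means all replicates below 60% inhibition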;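 further: 0% = neutral control wells and 100% = 4 µM acridine orange control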
Rtt109 HAT inh = inhibitors of Candida albicans Rtt109/Vps75 histone acetyltransferase; 0.16% of 330,000 active; purified Rtt109/Vps75, ThioGlo CoA-SH fluorescence, 4 h; Q5AAJ8; AID 540336; inhibition, % at 34.9 µM;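 active means inhibition of at least 50% in every replicate; inconclusive means best replicate reaches 50% inhibition but some replicates fall short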
Target sequence (Q5AAJ8 whole entry, looked up): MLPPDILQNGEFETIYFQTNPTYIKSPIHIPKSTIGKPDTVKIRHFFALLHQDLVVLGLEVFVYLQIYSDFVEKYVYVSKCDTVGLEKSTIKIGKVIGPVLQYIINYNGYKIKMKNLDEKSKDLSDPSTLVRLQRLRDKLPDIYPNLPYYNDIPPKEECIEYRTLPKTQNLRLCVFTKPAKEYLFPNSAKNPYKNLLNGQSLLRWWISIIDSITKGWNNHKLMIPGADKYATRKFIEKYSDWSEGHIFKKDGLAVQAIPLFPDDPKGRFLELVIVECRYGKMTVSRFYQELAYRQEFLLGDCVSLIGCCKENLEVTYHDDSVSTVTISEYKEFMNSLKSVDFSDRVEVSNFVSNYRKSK
SR-BI DiI-HDL act = activators of SR-BI mediated HDL lipid uptake. CHO ldlA[mSR-BI] cells, DiI-HDL uptake fluorescence, 3 h; 100 = double the neutral-control signal. 0.096% of 320,000 active. AID 504775. activation, % at 12.5 µM;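 active means mean replicate activation of at least 60% and every replicate at or above 60%; inconclusive means mean or all-replicate condition met, but not both; inactive means mean below 60% and not all replicates reaching 60%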;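 further: 0% = median plate neutral-control signal and 100% = twice that signal; values of inactives mirror those of a sister screen read the other way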
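Test system: SR-BI-overexpressing, LDLR-lacking CHO cells; Also added: labelled HDL, 10 µg/mL; Measured by: bottom-read cell fluorescence after medium removal, ex 550/em 595 nm; Timing: 3 h uptake period with compound, 37 °C; Buffer or medium: F12, 0.5% BSA, 25 mM HEPES; Doses: single compound concentration, delivered by pin transfer.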
Keap1 Nrf2 FP = Keap1-Nrf2 (human) interaction inhibition. inhibition, % at 9.4 µM. Q14145. 0.15% of 340,000 active. AID 504523. Keap1 Kelch-Nrf2 peptide fluorescence polarization, 1536-well; in the data active means inhibition above about 12%; inconclusive means no clear call, values can overlap the other calls; inactive means below about 7.3%;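 further: human Keap1 Kelch domain with fluorescein labeled Nrf2 9mer peptide probe; 0% = neutral control wells and 100% = peptide positive control; higher means more block of Keap1 binding to Nrf2 peptide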
CAL PDZ FP-1 = blocks peptide binding to the human CAL PDZ domain. Q9HD26. purified CAL PDZ, TMR-peptide fluorescence polarization, 1 h. inhibition, % at 24.9 µM. 0.92% of 300,000 active. AID 602252;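 active means mean inhibition of at least 30% with at least half of replicates also reaching 30%; inconclusive means no clear call, values can overlap the other calls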;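 further: 0% = DMSO neutral control and 100% = excess unlabeled competitor peptide PRC23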
Cardiac RTF inh = cardiac RTF calcium desensitization | P19429+P45379 | 0.12% of 340,000 active | inhibition, % at 7.15 µM | IANBD-labeled cardiac RTF, Ca2+ fluorescence | AID 493244;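 active means inhibition above the mean inhibition of all tested compounds plus 3 SD, cut at about 17% in these data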;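 further: assay run at fixed EC70 calcium of 1.6 mM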
CAL PDZ FP-2 = inhibitors of human CAL PDZ peptide binding; 0.02% of 330,000 active; AID 504414; inhibition, % at 20 µM; Q9HD26; purified CAL PDZ, TMR-peptide fluorescence polarization, 1 h;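 active means highest replicate inhibition of at least 40%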;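 further: plate controls were DMSO neutral control wells for no effect and unlabeled competitor peptide control wells for full effect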
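Material: tagged CAL PDZ domain; buffer or medium: 25 mM sodium phosphate pH 7.4, 150 mM NaCl, TCEP, IgG, Thesit; compound dosing: single point, 20 µM; schedule: 1 h incubation at room temperature before polarization reading; measured by: FP readout, S and P plane fluorescence; read-out basis: percent inhibition from loss of millipolarization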
* hit, by the source's call; u = inconclusive; x = no result given. Rows were taken by chance; about 1.6% have a hit in one of these screens.

SMILES	cardiac RTF act	PKA-R2B activ	DAGLB inhibitor	C-LANA FP	Rtt109 HAT inh	SR-BI DiI-HDL act	Keap1 Nrf2 FP	CAL PDZ FP-1	Cardiac RTF inh	CAL PDZ FP-2
CCOc1ncccc1C(=O)OCC(=O)Nc1cccc(S(N)(=O)=O)c1	-1	2	-1	-0.1	1	1	-8	-3	-16	-0.5
Cc1ccc(S(=O)(=O)Nc2c(C)n(C)n(-c3ccccc3)c2=O)cc1C(=O)OC(C)C(=O)c1ccccc1 (stereo not given)	0	0	-1	-2.9	6	-20	-1	-3	-8	-0.6
O=C(NNC1=NCCCCC1)c1ccccc1	0	-6	-1	0.1	-5	21	4	x	-3	0.6
CN1CCN(c2ccc(C(CC(N)=O)NC(=O)Cc3ccc(Br)cc3)cc2[N+](=O)[O-])CC1 (stereo not given)	-4	-9	3	1.1	7	11	-1	1	5	-0.6
COc1ccc(OC)c(N2C(=O)CCCC2=O)c1	13	8	4	-5.9	-10	9	7	x	-8	-0.1
O=C(N/N=C/c1cccnc1)c1cc(-c2ccc(Br)cc2)nc2ccccc12	-1	7	-3	0.4	20	-65	2	-3	2	-40
Cc1cc(N2CCN(C(=O)OC(C)(C)C)CC2)n2ncnc2n1	4	3	-2	0.3	-3	x	4	0	2	-3.4
O=C(CSc1nnc2c3ccccc3c3ccccc3c2n1)Nc1ccccc1F	-4	-2	6	-2.1	u	11	-6	7	4	-0.7
COCC(C)NC(C(=O)Nc1ccc(C)c(Cl)c1)c1ccccc1 (stereo not given)	-6	-4	2	-2.3	-3	-7	0	-5	-3	0.0
N#Cc1ccccc1CSc1nc2ncc(Br)cc2[nH]1	2	-5	3	0.7	5	14	0	-1	-11	-2.5
CCC1COCCS(=O)(=O)N1Cc1ccc(C)cc1 (stereo not given)	4	-3	3	-0.5	-20	10	-3	-3	-8	-0.6
Cc1cc2c(c(/C=C/C(=O)c3ccccc3)c1)OC1(C=C2)Oc2ccccc2C(=O)N1C (stereo not given)	3	5	-3	0.4	x	-6	0	4	-4	-1.5
O=C(Nc1ccc2c(c1)OCCO2)c1cnc2ccccn2c1=O	-7	-10	0	-1.8	3	-10	-4	-3	-4	-1.0
COc1ccc(CCNC(=O)C/C(C)=N/NC(=O)c2ccc([N+](=O)[O-])cc2Cl)cc1OC	0	-9	3	-1.3	3	9	-4	2	-17	-5.7
CC1(c2ccccc2)NC(=O)N(CC(=O)N(CC(=O)Nc2ccccc2C(F)(F)F)Cc2ccco2)C1=O (stereo not given)	-3	-7	-5	-0.5	2	17	2	-2	-6	-0.6
CCOc1ccccc1C1C(C#N)=C(N)Oc2cc(N)ccc21 (stereo not given)	2	-8	3	1.1	1	-10	4	x	-8	-2.6
COc1ccc(C(CNC(=O)C(CCSC)NC(=O)c2ccccc2Cl)N2CCCC2)cc1 (stereo not given)	0	-6	4	0.0	-3	-11	-4	x	-1	0.1
COC(=O)c1ccc(-n2nnnc2SC)cc1	-1	-9	2	-0.1	-3	3	-4	-8	-2	3.5
O=C(COc1ccccc1)NCCSc1ccccc1	7	8	-16	0.1	-7	-5	-2	0	0	-1.6
O=C(OCc1ccccc1)c1ccc(NCc2cc(O)ccc2O)cc1	-10	-7	-6	0.7	-1	8	2	-2	-4	0.0
CCOc1ccc2nc(NC(=O)C(CCSC)NS(=O)(=O)c3cccs3)sc2c1 (stereo not given)	0	8	1	3.3	-11	-8	-1	-2	-2	-0.8
CCCCn1c(SCC(=O)NC(=O)NCc2ccco2)nc2cc(S(N)(=O)=O)ccc21	11	-6	3	-3.2	6	-3	-6	-5	-12	-1.4
COc1ccc(C2=NOC(C(=O)NCC(C)C)C2)cc1 (stereo not given)	2	-5	-2	-0.5	-11	3	1	x	0	-1.5
CN1CCN(C(=O)c2ccc3c(c2)S(=O)(=O)c2ccccc2C3=O)CC1	-4	-9	2	-1.6	-2	24	-5	1	-8	-0.6
CC(=O)Nc1ccc(N2C(=O)CC(Sc3nc4ccccc4s3)C2=O)cc1 (stereo not given)	-10	6	2	0.5	10	-2	0	-3	1	-2.2
O=C(Nc1cccc(-c2csc(Nc3ccccc3)n2)c1)c1cc([N+](=O)[O-])cc(C(F)(F)F)c1	0	-10	-7	0.6	6	-97	-2	-7	-6	-3.0
Cc1ccc(NC(=O)CN(C)C(=O)c2ccc3[nH]c4c(c3c2)CC(C)CC4)cc1 (stereo not given)	-4	-16	-1	0.1	14	-14	0	74*	6	0.2
Cc1ccc(NC(=O)CN2C(=O)CCS(=O)(=O)c3ccccc32)cc1Cl	8	-11	-1	0.1	-3	-4	-3	x	-4	-1.8
Cc1ccc(S(=O)(=O)N2CC=C(C(=O)NCc3ccc(F)cc3)CC2)cc1	-6	-7	0	-1.8	7	-8	-2	x	-4	-0.7
COc1ccc(/C=C2\SC(=S)N(CCCC(=O)NC3CCCC3)C2=O)cc1OC	-1	0	0	8.7	-1	-33	2	-2	0	-1.9
CCCCCCSc1cc(-c2nc3ccc(C)cn3c2NCCCC)ccc1OC	2	-9	-10	-0.2	-2	-11	3	-5	-4	-0.8
CC(NC(=O)[C@H](C)NC(=O)[C@@H]1CSC2c3ccccc3C(=O)N21)c1ccccc1 (stereo not given in full)	-5	1	0	-1.0	0	11	-5	x	0	0.1
O=C(CSc1nc2ccccc2n1-c1ccccc1)NCC1CCCO1 (stereo not given)	4	-6	-1	-0.8	-3	-3	0	-3	4	-1.1
CCCCOc1ccc(C(=O)N(Cc2ccco2)C2CCS(=O)(=O)C2)cc1 (stereo not given)	1	9	-2	0.7	-10	11	0	-1	-5	-2.2
CCCCNCCOCCOc1ccc(Cl)cc1Br	-3	7	1	2.1	-3	-26	2	-1	-2	-2.9
CN1CCN(NC(=O)Nc2ccc(Br)cc2Cl)CC1	-3	-7	3	-0.2	-6	-6	-6	-5	-6	0.7
O=c1c2sccc2nc(SCc2ccc([N+](=O)[O-])cc2)n1Cc1ccccn1	-6	-1	-3	-0.6	-1	-27	-2	3	4	-1.0
CC(=O)Nc1ccc(S(=O)(=O)Nc2cccc(-c3csc(C)n3)c2)cc1	12	-8	-1	1.1	13	6	-3	-1	-1	-3.7
Cc1ccc(CSc2nnc3ccc(-c4ccncc4)nn23)cc1	-1	2	-4	-2.2	-17	x	-5	7	-11	-1.8
COC(=O)c1ccccc1NC(=O)c1cc2ncc(Br)cn2n1	-2	-8	-4	0.1	-3	x	0	-1	-10	-2.7
O=C(Nc1cccc(S(=O)(=O)NC2=NCCC2)c1)c1ccccc1OC(F)F	-2	-3	1	2.9	-2	3	0	1	-9	-2.0
O=c1ccc(-c2ccc(S(=O)(=O)Nc3ccc(F)cc3)s2)n[nH]1	-3	-12	1	-0.1	-2	-23	-3	-6	-13	-0.7
CCOC(=O)c1oc2ccccc2c1CSc1nnnn1-c1ccccc1	0	-9	-9	-1.8	-3	-2	8	15	0	x
Cc1cc(Cl)c(OCCOCCN2CCN(C)CC2)c(Br)c1	-7	6	1	-0.7	0	21	2	-3	-1	1.6
CCC1C(O)=C(c2ccccn2)C(=N)N1c1ccccc1 (stereo not given)	5	-14	1	0.7	u	-2	-4	0	3	-2.3
COc1cc(C2CC(c3cccnc3)=NN2c2ccc(F)cc2)cc(OC)c1OC (stereo not given)	-2	-6	2	-0.8	x	3	-2	0	13	-2.1
CC(=O)Nc1ccccc1-c1nc2cc(C#N)c(C#N)cc2[nH]c1=O	-3	-2	2	0.7	-3	-3	-5	-4	2	-0.5
C=CCSc1nnc(-c2ccccc2N=Cc2c(C)[nH]n(-c3ccccc3)c2=O)c(=O)[nH]1	-3	-16	1	2.2	9	38	1	-1	-4	-1.6
O=C(c1ccc(Br)cc1)c1cc2ccc(O)cc2oc1=O	4	3	3	-1.0	4	19	-1	13	-15	-0.9
COc1ccc(C(C#N)(CCC#N)CCC#N)cc1OC	2	5	2	0.5	11	13	0	-2	-13	0.1
CC(C)(C)c1cc(C(=O)NNC(=O)c2ccc(C(F)(F)F)cc2)no1	1	5	2	0.0	-6	-7	4	-5	-7	-0.7
CCn1cc(C(=O)NCCc2ccc(Cl)cc2)c(=O)c2ccc(C)nc21	-3	4	-2	-0.4	-5	5	3	4	-4	0.7
CCOC(=O)c1ccc(NC(=O)NNS(=O)(=O)c2cc(OC)ccc2OC)cc1	0	6	0	3.0	-19	5	-2	-1	0	-1.6
CCOC(=O)C(=O)N=Nc1c(O)[nH]c2ccccc12	4	-3	-1	-2.4	-5	20	1	8	-3	-1.0
COc1ccc(SCCN2CC[C@@H](O)CCC2=O)cc1	-1	-6	0	-1.9	1	26	3	-3	2	-0.4
CC1(C)CC(=O)c2sc(NC(=O)c3ccc4ncsc4c3)nc2C1	2	-4	2	-0.1	-4	-14	3	4	1	-1.4
Cc1cc(NC(=O)COC(=O)CCNS(=O)(=O)c2ccccc2)n(-c2ccccc2)n1	-2	-3	2	0.8	-9	7	-4	2	-14	-2.0
COC(=O)c1cccc(NC(=O)c2cccc([N+](=O)[O-])c2)c1	4	-1	-3	-1.0	10	-14	2	9	-1	-0.6
CCCCC(c1nnnn1CS(=O)(=O)c1ccc(C)cc1)N1CCN(C)CC1 (stereo not given)	-1	-1	-1	1.4	-2	22	-1	-2	-13	x
CNC(=S)NNC(=O)c1cc(C(C)(C)C)nn1Cc1ccc(F)cc1	-4	18	1	-0.5	6	15	-1	-1	-7	-1.1
Next part.
SMILES	cardiac RTF act	PKA-R2B activ	DAGLB inhibitor	C-LANA FP	Rtt109 HAT inh	SR-BI DiI-HDL act	Keap1 Nrf2 FP	CAL PDZ FP-1	Cardiac RTF inh	CAL PDZ FP-2
CC(=O)NC1(C(F)(F)F)NC(=O)N(C2CCCCC2)C1=O (stereo not given)	-1	-7	-1	0.6	-4	4	-2	x	-4	-0.7
CCOCC(=O)Nc1ccc2c(c1)OCCO2	8	1	-1	0.7	-4	u	-6	2	-11	-1.8
Cc1cc2cc(OCC(=O)O)ccc2n1C	2	-4	1	0.8	8	21	-2	1	-8	1.0
Fc1cccc(-c2cc3nc4c(c(N5CCC6(CC5)OCCO6)n3n2)CCCC4)c1	7	10	-3	-2.3	23	-39	-5	0	-2	-1.0
